# H37Rv inhibition – M. tuberculosis growth inhibition, HTS (AID 449762); M. tuberculosis H37Rv growth inhibition, 7H9 media; higher % means a stronger effect; one-dose inhibition, % at 25 µM; IC50 in µM for titrated hits; hit rate 0.59% among 330,000; in the data active = a potency from the dose series; inconclusive = inhibition above about 70% without an active follow-up result;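 also: bacterial growth assessed after seven days of incubation; strong numbers were not always called active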
# Salmonella PhoP GFP – Inhibition of PhoP regulon, Salmonella typhi GFP reporter cells, confirmation, 4 h (AID 1850) | Salmonella Typhi PhoP-promoter GFP reporter, fluorescence, 4 h; higher % means a stronger effect | inhibition, % at 50 µM; hits with a dose series show IC50 in µM | hit rate 0.33% among 310,000; in the data active = a potency from the dose series; inconclusive = inhibition mostly from about 25% at the one dose, without a potency; inactive = the rest, 99 in 100 with inhibition below about 19%;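 also: 0% = induced wells with vehicle and 100% = uninduced wells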
# tuberculosis growth – growth inhibition of non-replicating M. tuberculosis (AID 488890). hit rate 0.39% among 320,000. Mycobacterium tuberculosis non-replicating, growth inhibition; higher % means a stronger effect. one-dose inhibition, % at 25 µM; IC50 in µM for titrated hits; in the data active = a potency from the dose series; inconclusive = inhibition mostly from about 82% at the one dose, without a potency; inactive = the rest, 99 in 100 with inhibition below about 76%;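 also: plate controls were DMSO cells for no effect and high antibiotic wells for full effect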
# VEEV TC-83 Vero – inhibitors of VEEV TC-83 cytopathic effect, confirmation, Vero cells (AID 588727) | hit rate 0.13% among 350,000 | inhibition, % at 20 µM; hits with a dose series show IC50 in µM | Vero cells, VEEV TC-83 cytopathic effect inhibition; higher % means a stronger effect; in the data active = a potency from the dose series; inconclusive = inhibition mostly from about 14% at the one dose, without a potency; inactive = the rest, 99 in 100 with inhibition below about 12%; also: strong numbers were not always called active
# H1N1 NS1A inhibition – H1N1 influenza NS1A inhibitors, functional cell based assay (AID 504329) | hit rate 0.3% among 340,000 | NS1A functional cell-based assay, percent inhibition; higher % means a stronger effect | inhibition, % at 12.5 µM, or IC50 in µM where a hit was titrated; in the data active = a potency from the dose series; inconclusive = inhibition above about 27% without an active follow-up result; also: strong numbers were not always called active
# VEEV TC-83 Vero 10K pilot screen – recorded beside VEEV TC-83 Vero, whose call it bears; inhibition, %; measured here: 10K pilot screen inhibition
# An asterisk follows results filed as active; i = inactive; u = inconclusive; x = not tested or not shown.
SMILES,H37Rv inhibition,Salmonella PhoP GFP,tuberculosis growth,VEEV TC-83 Vero,H1N1 NS1A inhibition,others
O=C(Cc1ccc(Cl)c(Cl)c1)Nc1cccc(S(=O)(=O)N2CCOCC2)c1,0%,5%,16%,1.6%,0%,
Cc1ccc(NC(=S)NC(=O)c2ccc(-c3ccccc3)cc2)c(C)c1,3%,4%,79%,i,-5%,
CN(C(=O)CSc1nc2ccccc2c(=O)n1-c1ccccc1Cl)C1CCS(=O)(=O)C1 (stereo unspecified),5%,x,7%,10%,1%,
CCCCN(CC)C(=O)Cn1cnc2ccc(S(=O)(=O)N3CCC(C)CC3)cc2c1=O,-2%,10%,39%,1.1%,1%,
Cc1ccccc1NC(=O)CSCc1nc(N)nc(Nc2ccccc2C)n1,0%,0%,2%,0.1%,1%,
Cc1ccccc1OCC(=O)OCC(=O)c1c[nH]c2ccccc12,20%,x,66%,i,-12%,
Clc1ccccc1CNC1CN2CCC1CC2 (stereo unspecified),-2%,-11%,-22%,1.2%,2%,
O=C(CSc1nnc2ccccn12)NNC(=O)c1ccc(Br)cc1,0%,3%,-22%,i,3%,
COc1ccc(-n2c(Cc3ccccc3)nc3ccccc3c2=O)cc1,6%,-9%,32%,2.5%,-11%,
O=C(CSc1ncnc2c(-c3ccc(Cl)cc3)nsc12)c1ccccc1,13%,3%,0%,0.3%,2%,
N/C(=N\OC(=O)N1c2ccccc2Sc2ccccc21)c1ccccc1,u,-4%,79%,i,1%,
COc1ccc(OC)c(S(=O)(=O)Nc2ccc(C(N)=O)cc2)c1,7%,14%,-5%,i,3%,
O=C(COc1ccccc1Br)N1CCNC1=O,-5%,x,-6%,0.3%,0%,
O=C(COC(=O)c1ccccc1Nc1ccc(SC(F)F)cc1)NCc1ccco1,-7%,-2%,28%,1.1%,10%,
Cc1ccc(S(=O)(=O)NCCSc2nnnn2C)cc1,-4%,-4%,-22%,2.6%,3%,
O=C(NCc1cccc(CNC(=O)C(=O)NCc2ccco2)c1)C(=O)NCc1ccco1,6%,-3%,25%,0.2%,5%,VEEV TC-83 Vero 10K pilot screen=0.7
CC(=O)c1cccc(NC(=O)CCC2CCCC2)c1,-11%,24%,x,1.0%,-8%,
CCN(CC(=O)NCc1ccc(F)cc1)C(=O)CN1CCN(c2cc(Cl)ccc2C)CC1,58%,1%,47%,1.9%,10%,
CCC(=O)N1c2ccc(C)cc2C2=NNC(=S)NC21O (stereo unspecified),-11%,-5%,-11%,0.9%,-2%,
COc1ccc(/C=N/NC(=O)c2ccccc2O)cc1CSc1ccccn1,5%,-3%,-7%,1.8%,-3%,
FC(F)(F)c1cc(-c2ccc3c(c2)OCO3)nc(NCc2ccco2)n1,-9%,-4%,4%,3.4%,-3%,
CCc1nnc(NC(=O)CSc2nnc(-c3ccco3)o2)s1,5%,3%,-18%,3.5%,10%,
CCOC(=O)C(NC(=O)Nc1ccc(Cl)cn1)(Oc1ccc(F)cc1)C(F)(F)F (stereo unspecified),9%,-5%,26%,0.1%,-7%,
CC1(C)CC(=O)C(C=Nc2ccc(N)cc2)=C(O)C1,0%,7%,x,i,0%,
COc1ccc(/C=N/OCC(=O)Nc2cc(C)on2)cc1OC,-6%,-13%,7%,0.5%,-5%,
CC(=O)Oc1oc(-c2ccccc2)nc1C=Nc1ccccc1,-3%,-4%,u,6.0%,-2%,
OCC1(Cc2ccccc2)CCN(Cc2cnc(-c3ccc(Cl)cc3)nc2)CC1,69%,10%,23%,3.0%,-3%,
CNS(=O)(=O)c1ccc(NC(=O)C2c3ccccc3Oc3ccccc32)cc1,2%,-1%,-13%,0.1%,1%,
CCNC(=O)C1Cc2cc(S(=O)(=O)N3CCCC3)ccc2N1C(C)=O (stereo unspecified),0%,3%,-5%,i,1%,
CCOc1ccccc1NC(=O)CCCn1cc([N+](=O)[O-])cn1,27%,-2%,33%,i,1%,
C=CCn1c(-c2ccc(OC)cc2)nc2ccccc21,1%,-14%,33%,3.8%,-21%,
Cc1ccc(C(=O)NCC(=O)OCC(=O)Nc2cccc(S(=O)(=O)N3CCCC3)c2)cc1C,1%,7%,5%,8.4%,-17%,
O=c1c(-n2cncn2)c[nH]n1-c1cccc(Cl)n1,-3%,8%,18%,1.3%,4%,
CCOC(=O)Cn1cc(C(=O)C(=O)N2CCOCC2)c2ccccc21,-18%,3%,-4%,0.8%,11%,
CSc1ccc(/C=C/C(=O)c2c(O)cc(C)oc2=O)cc1,u,3%,u,8.0%,4%,
N#Cc1ccccc1S(=O)(=O)N1CCN(c2ccc(S(=O)(=O)N3CCOCC3)cn2)CC1,-4%,-4%,7%,4.6%,0%,
CCc1c(C)[nH]c2c(C)cccc2c1=O,-3%,-5%,-3%,0.3%,-1%,
CCCc1cc(N2CCN(C(=O)c3ccco3)CC2)n2c(nc3ccccc32)c1C#N,-7%,-2%,22%,7.0%,-4%,
COc1ccc(S(=O)(=O)NCC(=O)N(CC(=O)NCC2CCCO2)c2ccccc2C)cc1 (stereo unspecified),-2%,-16%,-2%,0.1%,-7%,
O=C(NC1CCCCC1)C(c1cccs1)N(C(=O)c1ccco1)c1ccc2c(c1)OCCO2 (stereo unspecified),-5%,10%,67%,8.6%,19%,VEEV TC-83 Vero 10K pilot screen=0.0
Cc1ccccc1N/N=C/c1sc(=O)n(Cc2cccc(C(=O)O)c2)c1Cl,8%,-2%,22%,2.3%,3%,
O=C(O)c1nn(CCOc2cccc(Cl)c2)c(=O)c2ccccc12,-3%,-2%,-1%,1.2%,3%,
CCOc1ccc(S(=O)(=O)Nc2cccc(C(=O)N3CCN(c4ccc(OC)cc4)CC3)c2)cc1,10%,-7%,22%,i,11%,
Cn1c(SCC(=O)NCC2COc3ccccc3O2)nnc1C(F)(F)F (stereo unspecified),0%,x,-5%,i,-13%,
CN(C)CCNc1ncnc2sc(-c3ccccc3)cc12,10%,-2%,16%,1.9%,-12%,
O=C(O)/C=C1\CCCc2ccccc2C1O (stereo unspecified),-5%,16%,3%,1.9%,1%,
Cc1ccc(-c2[nH]c(-c3ccccc3)nc2SCC(=O)NCC2CCCO2)cc1 (stereo unspecified),7%,-2%,33%,9.2%,2%,
CCc1ccc(N2C(=O)c3sc4nnc(-c5ccccc5)c(=O)n4c3C2=O)cc1,2%,11%,13%,1.1%,5%,
CCCCC1CCC(C(=O)Nc2ccccc2)CC1 (stereo unspecified),-4%,2%,78%,i,4%,
Cc1ccc(S(=O)(=O)N2CCOCC2)cc1C(=O)NC(=S)N1CC(C)OC(C)C1 (stereo unspecified),-1%,3%,15%,i,1%,

# Remaining list, next part.
SMILES,H37Rv inhibition,Salmonella PhoP GFP,tuberculosis growth,VEEV TC-83 Vero,H1N1 NS1A inhibition,others
COc1cccc(CNC(=O)C2CCCN2S(=O)(=O)c2ccc3c(c2)C(C)(C)C(=O)N3C)c1 (stereo unspecified),-5%,x,9%,1.2%,1%,
O=C(O)C1CC=CCC1C(=O)NNc1ccccc1 (stereo unspecified),98%,-1%,3%,0.4%,7%,
CC(=O)O[C@H]1[C@H](C)OC=C[C@@H]1OC(C)=O,3%,8%,-2%,0.2%,-8%,
C(=N\C(/N=C/c1ccco1)c1ccco1)/c1ccco1,0%,-3%,12%,7.1%,11%,
CCc1nnc(NC(=O)C2CC(=O)N(CCc3ccccc3)C2)s1 (stereo unspecified),-3%,3%,0%,0.4%,10%,
O=C(O)c1cccnc1C(=O)O,-7%,16%,-2%,0.4%,-4%,
O=c1[nH]c2cc3c(cc2cc1CN(CCO)S(=O)(=O)c1ccccc1Cl)OCCO3,2%,9%,-20%,0.3%,-9%,
CC1CCN(S(=O)(=O)c2ccc(S(=O)(=O)NCC(=O)C(C)(C)C)cc2)CC1,3%,9%,-2%,i,2%,
CCCn1c(=O)[nH]c(=O)c2c1nc(-c1cccs1)n2CCOC,12%,-9%,6%,3.0%,-2%,
Cc1ccc(C(=O)Nc2ccc(NC(=O)c3cccs3)cc2)c(C)c1,4%,-8%,-9%,3.1%,-10%,
CCC(CC)=C(C#N)C(=O)NC1CCCCC1,5%,-6%,-10%,i,0%,
Cc1ccccc1NC(=S)N1CCC(C(=O)c2ccc(F)cc2)CC1,4%,-7%,0%,1.2%,-9%,
Cc1cc(NC(=O)CSc2ncc(C(F)(F)F)cc2Cl)no1,-7%,x,-8%,i,4%,
COc1ccc(N(CC(=O)NC2CCCCC2)C(=O)CCCC(=O)Nc2ccccn2)c(OC)c1,-7%,-7%,9%,0.7%,-5%,
CCS(=O)(=O)N1CCC(C(=O)Oc2ccccc2Cl)CC1,3%,9%,45%,0.1%,-2%,
O=[N+]([O-])c1ccc2c(c1)oc1ccccc12,-8%,-12%,-3%,7.6%,18%,
Cc1ccc(NC(=O)c2ccccc2NC(=O)CCC(=O)O)cc1,6%,-3%,23%,i,-1%,
O=S(=O)(c1ccc2c(c1)nc1n2CCC1)N1CCOCC1,-4%,-2%,0%,1.6%,-9%,
c1ccc(COc2cccc(CNn3cnnc3)c2)cc1,-4%,-5%,6%,i,-20%,
CC1CCCN(C(=O)c2ccc(-c3ccccc3Cl)o2)C1 (stereo unspecified),28%,1%,u,0.9%,-2%,
COc1cc2cnc(-c3ccsc3)c(-c3ccc(F)cc3)c2cc1OC,u,x,32%,6.3%,12%,
COc1ccc(-c2cccc(NC(=O)COc3ccc(Cl)cc3)c2)nn1,6%,-6%,u,i,3%,
Nc1ccc2ccc(O)cc2c1,x,x,x,0.6%,-1%,
CCOC(=O)c1cc2oc(C(c3nnnn3C3CCCCC3)N3CCOCC3)cc2[nH]1 (stereo unspecified),5%,2%,30%,0.9%,5%,
COc1cc(C(=O)N/C(=C\c2cn(S(=O)(=O)N(C)C)c3ccccc23)C(=O)NCCCO)cc(OC)c1OC,-3%,-1%,13%,2.1%,-3%,
Cc1cc(-c2nnc(CCC(=O)N(CC3CCC3)CC3CCCO3)o2)no1 (stereo unspecified),-6%,0%,-1%,1.7%,-4%,
O=C(CSc1nnnn1-c1ccc(Cl)cc1)N1CCNC1=O,8%,x,14%,0.9%,5%,
c1ccc(CNc2nc(NCc3ccccc3)c3ccccc3n2)cc1,u,u,u,i,19%,
COc1ccccc1N1CN(CCc2ccccc2)CNC1=S,-1%,14%,8%,1.4%,-1%,
COc1cc(C(=O)Nc2oc(-c3ccccc3)c(-c3ccccc3)c2C#N)cc(OC)c1OC,6%,1%,12%,i,-3%,
NS(=O)(=O)c1ccc(NC(=O)COC(=O)CCc2ccccc2)cc1,5%,13%,-2%,0.2%,8%,
CCOC(=O)CCSc1nc(C)c2ccccc2n1,-8%,-2%,6%,1.4%,21%,
Cc1c[nH]c2cccc(OCC(O)CNC(C)(C)C)c12 (stereo unspecified),-5%,-6%,19%,1.6%,5%,
C#CCOc1ccc2c(C)cc(=O)oc2c1,11%,-5%,2%,i,2%,
O=C(NCc1ccco1)C1(S(=O)(=O)c2ccc(Cl)cc2)CC1,4%,5%,-12%,1.6%,-8%,
COc1cc(NS(=O)(=O)c2ccc(NC(=S)NC(=O)c3sc4ccccc4c3Cl)cc2)ncn1,-5%,0%,77%,1.1%,18%,
CSCCC(NC(=O)c1ccco1)C(=O)NNC(=O)c1n[nH]c(=O)c2ccccc12 (stereo unspecified),-2%,x,-17%,1.8%,-15%,
COc1ccc(-c2c(C)c3cc(O)ccc3oc2=O)cc1,6%,-3%,42%,0.2%,8%,
Nc1nc(-c2cccnc2)nc(N2CCCCC2)n1,4%,-2%,7%,0.9%,-4%,
O=C(CNc1cccc(Cl)c1)c1ccc(Cl)cc1,-11%,2%,62%,i,1%,
Cc1cc(C(=O)N/N=C/c2ccc(-c3ccc(C)c(Cl)c3)o2)n[nH]1,43%,-4%,72%,i,x,
CCCNC(=O)c1ccc(S(N)(=O)=O)cc1,0%,-10%,-2%,1.4%,1%,

# From PubChem
